Source: PubChem (NMMLSC)
RGS4-Gao reg = human RGS4-Galphao interaction regulation. P09471. Multiplexed bead flow cytometry, RGS4-Galphao binding; actives lie on both sides. binding response (% of control), % at 10 µM. 220,000 compounds, 0.33% hits. AID 1415; in the data active = binding response below about 49% or above about 150%; inactive = in between;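 note: fluorescent Galphao activated with aluminum fluoride binding bead-coupled RGS4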
Target sequence (P09471 whole entry, looked up): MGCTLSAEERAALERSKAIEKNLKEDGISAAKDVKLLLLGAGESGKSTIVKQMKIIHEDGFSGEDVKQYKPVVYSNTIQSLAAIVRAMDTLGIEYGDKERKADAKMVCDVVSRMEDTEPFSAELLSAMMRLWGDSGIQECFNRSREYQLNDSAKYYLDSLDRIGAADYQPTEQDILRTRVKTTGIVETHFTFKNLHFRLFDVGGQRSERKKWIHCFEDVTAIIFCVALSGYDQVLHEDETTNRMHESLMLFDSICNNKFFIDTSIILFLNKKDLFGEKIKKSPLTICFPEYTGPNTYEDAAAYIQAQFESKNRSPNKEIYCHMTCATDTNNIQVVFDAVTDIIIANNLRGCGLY
Bim-Mcl-1 = human Bim-Mcl-1 interaction inhibition; AID 1009; 190,000 compounds, 0.1% hits; Bead-based flow cytometry, Bim peptide-Mcl-1 binding; inhibition, % at 10 µM;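 note: 0% = no compound tracer wells and 100% = peptide blocker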
RGS8-Gao reg = regulators of human RGS8-Galphao interaction; 220,000 compounds, 0.34% hits; response (percent of control binding), % at 10 µM; P09471; multiplexed bead flow cytometry, RGS8-Galphao binding; actives lie on both sides; in the data active = response below about 60% or above about 140%; inactive = in between;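 note: Galphao activated as the GDP aluminium fluoride complex binding bead-coupled RGS8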
RGS7-Gao reg = modulates binding of RGS7 to human Galphao; 220,000 compounds, 0.35% hits; AID 1439; Multiplexed bead flow cytometry; actives lie on both sides; P09471; binding response (% of control), % at 10 µM; in the data active = binding response below about 49% or above about 150%; inconclusive = no clear call, values can overlap the other calls; inactive = in between;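 note: fluorescent Galphao held in activated GDP-AlF4 state binding bead-coupled RGS7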
ABCG2 block = inhibitors of human ABCG2 transporter, ABCB1 counter-screen; IgMXP3 cells, JC-1 efflux, flow cytometry; inhibition, % at 6.6 µM; 190,000 compounds, 0.1% hits; AID 1325;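 active = inhibition above 80%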;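 note: 0% = DMSO and 100% = nicardipine control wells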
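Measure – % inhibition of efflux relative to nicardipine and DMSO · Test system – ABCG2 IgMXP3 and barcoded ABCB1 CCRF-Adr cell mix · Control set – nicardipine as high control, DMSO as low control · Compound – one concentration, 6.6 µM final · Signal – flow cytometry of retained JC-1 fluorescence · Timing – 10 min exposure at 25 °C with rotation, no wash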
Bim-Bcl-XL = inhibitors of Bim-Bcl-XL interaction, human. Q07817. Bim peptide-Bcl-XL binding, bead flow cytometry, fluorescence. inhibition, % at 10 µM. 190,000 compounds, 0.04% hits. AID 1007
Bcl-2 Bim block = inhibitors of Bim-Bcl-2 interaction, human | P10415 | Bead-based flow cytometry, Bim peptide-Bcl-2 binding | inhibition, % at 10 µM | 190,000 compounds, 0.06% hits | AID 950; in the data active = inhibition above about 40%; inconclusive = no clear call, values can overlap the other calls;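 note: 0% = no compound wells with probe peptide and 100% = reference peptide inhibitor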
Target sequence (P10415 whole entry, looked up): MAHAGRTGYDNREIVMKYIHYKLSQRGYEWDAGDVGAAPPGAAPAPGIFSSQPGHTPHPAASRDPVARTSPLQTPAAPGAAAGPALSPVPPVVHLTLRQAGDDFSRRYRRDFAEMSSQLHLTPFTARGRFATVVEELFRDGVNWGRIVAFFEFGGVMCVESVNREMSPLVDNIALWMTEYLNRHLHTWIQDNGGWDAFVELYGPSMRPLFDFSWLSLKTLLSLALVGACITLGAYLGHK
ABCB1 inh = blocks JC-1 efflux by human ABCB1 transporter | P08183 | CCRF-Adr cells, flow cytometry | inhibition, % at 6.6 µM | 190,000 compounds, 0.067% hits | AID 1326; in the data active = inhibition above about 40%;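 note: 0% = vehicle and 100% = reference inhibitor; higher value means more JC-1 retained so stronger ABCB1 efflux block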
Bim-Bcl-B = inhibitors of Bim-Bcl-B interaction, human; Q9HD36; bead-based flow cytometry, Bim peptide-Bcl-B binding; inhibition, % at 10 µM; 190,000 compounds, 0.073% hits;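 note: 0% = tracer peptide without compound and 100% = reference inhibitor peptide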
Bcl-W Bim block = inhibitors of Bim-Bcl-W interaction, human; bead-based flow cytometry, Bim peptide-Bcl-W binding; inhibition, % at 10 µM; 190,000 compounds, 0.02% hits; AID 952;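 note: 0% = bound tracer without compound and 100% = peptide blocker; higher means less fluorescent Bim peptide bound to Bcl-W beads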
Target sequence (Q92843 whole entry, looked up): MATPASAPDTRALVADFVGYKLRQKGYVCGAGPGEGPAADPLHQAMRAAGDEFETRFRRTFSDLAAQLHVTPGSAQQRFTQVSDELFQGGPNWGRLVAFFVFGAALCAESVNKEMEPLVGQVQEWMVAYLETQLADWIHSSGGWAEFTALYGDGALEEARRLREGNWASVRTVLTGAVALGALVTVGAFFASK
Bfl-1 Bim block = human Bim-Bfl-1 interaction inhibition | Q16548 | Bead-based flow cytometry, Bim-Bfl-1 binding inhibition | inhibition, % at 10 µM | 190,000 compounds, 0.12% hits | AID 1008;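 note: 0% = wells without compound plus tracer and 100% = blocker peptide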
Numbers without * were called inactive; u = inconclusive. Cut-off read from the data, not from the text of the source, unless noted: active = inhibition above about 40%.

SMILES	RGS4-Gao reg	Bim-Mcl-1	RGS8-Gao reg	RGS7-Gao reg	ABCG2 block	Bim-Bcl-XL	Bcl-2 Bim block	ABCB1 inh	Bim-Bcl-B	Bcl-W Bim block	Bfl-1 Bim block
COC(=O)c1ccc(OC(C)C(=O)c2ccc(C)cc2)cc1 (stereo unspecified)	98	-6	101	100	1	-4	-6	0.0	-8	-4	-1
Cc1ccc(-n2ncc3c(=O)n(CC(=O)NCC4CCCO4)cnc32)cc1 (stereo unspecified)	101	0	99	94	1	-1	-2	0.4	0	0	0
CSCc1nc2scc(-c3ccccc3)c2c(=O)[nH]1	97	0	99	97	19	0	1	1.5	2	-1	4
COc1ccc(/C=N\NS(=O)(=O)c2ccc(C)cc2)cc1COc1ccccc1[N+](=O)[O-]	105	0	102	105	4	0	0	0.3	2	2	1
CCN(CC)CCOC(=O)c1ccc(NC(=O)c2ccc(Cl)c(S(=O)(=O)N3CCCCCC3)c2)cc1	101	-2	104	105	5	-2	-4	0.3	-5	-2	-7
O=C(O)c1cc(S(=O)(=O)N2CCN(c3ccccn3)CC2)ccc1Cl	105	-2	105	103	0	-1	-1	-0.2	-7	-1	-7
N#Cc1c(Nc2ccc(F)cc2)sc(C(=O)c2ccc(F)cc2)c1N	108	0	101	100	0	1	-1	0.1	0	-2	0
CCN1C(=O)/C(=C\c2cn(-c3ccccc3)nc2-c2cccnc2)SC1=S	98	0	100	97	2	-1	-2	0.6	0	0	-1
COc1cccc(Nc2nnc(SCC(=O)N3CCOCC3)s2)c1	95	0	99	100	1	-4	-6	0.2	-2	-1	-7
Cc1ccc(C(=O)N/C(=C/c2ccc(-c3cc(C(F)(F)F)ccc3Cl)o2)C(=O)NCc2cccnc2)cc1	103	-7	101	99	30	-10	-7	1.2	-14	-1	-16
COCc1[nH][nH]c(=O)c1C=Nc1ccc(Oc2ccccc2)cc1	104	0	95	101	1	1	-9	0.2	-7	1	-13
CC1CCCCN1C(=O)Cn1c(=O)n(C2CCCCC2)c(=O)c2ccccc21 (stereo unspecified)	102	0	101	98	1	-4	-3	0.6	-8	1	-9
COC(=O)[C@H](C)NC(=O)NCc1ccc(F)cc1	98	-1	97	99	1	-8	-11	0.7	-12	-2	-10
COc1cccc(CC2(CO)CCCN(Cc3ccc(CO)o3)C2)c1 (stereo unspecified)	100	-1	107	99	0	-3	-5	0.0	-5	-3	-6
Cc1cc(NC(=O)c2cc(CC(C)C)on2)no1	99	-1	102	99	2	-2	-6	0.2	-4	0	-10
O=[N+]([O-])c1cc(/C=N/N/C(=N/c2ccccn2)c2ccccn2)ccc1O	100	2	100	u	-1	-2	0	-0.3	1	-2	-2
COCC(C)NC(C(=O)Nc1ccc(C)c(Cl)c1)c1ccccc1 (stereo unspecified)	102	-1	101	107	20	-4	-7	-0.3	-9	0	-13
CCc1noc(C)c1C(=O)N1CCOCC1	101	-3	101	103	15	-8	-11	1.2	-7	-4	-18
COc1ccc(C(=O)Oc2cc(/C=N/NC(N)=S)ccc2OC)cc1	101	0	100	97	6	-1	3	1.8	-4	-1	2
COC(=O)C1C(=O)NCC1c1ccc(C)cc1 (stereo unspecified)	104	0	107	110	0	-2	-3	0.2	0	-3	1

No new results follow: entries from further up.
SMILES	RGS4-Gao reg	Bim-Mcl-1	RGS8-Gao reg	RGS7-Gao reg	ABCG2 block	Bim-Bcl-XL	Bcl-2 Bim block	ABCB1 inh	Bim-Bcl-B	Bcl-W Bim block	Bfl-1 Bim block
O=[N+]([O-])c1cc(/C=N/N/C(=N/c2ccccn2)c2ccccn2)ccc1O	100	2	100	u	-1	-2	0	-0.3	1	-2	-2
COCC(C)NC(C(=O)Nc1ccc(C)c(Cl)c1)c1ccccc1 (stereo unspecified)	102	-1	101	107	20	-4	-7	-0.3	-9	0	-13
CCc1noc(C)c1C(=O)N1CCOCC1	101	-3	101	103	15	-8	-11	1.2	-7	-4	-18
COc1ccc(C(=O)Oc2cc(/C=N/NC(N)=S)ccc2OC)cc1	101	0	100	97	6	-1	3	1.8	-4	-1	2
COC(=O)C1C(=O)NCC1c1ccc(C)cc1 (stereo unspecified)	104	0	107	110	0	-2	-3	0.2	0	-3	1

Continuation:
SMILES	RGS4-Gao reg	Bim-Mcl-1	RGS8-Gao reg	RGS7-Gao reg	ABCG2 block	Bim-Bcl-XL	Bcl-2 Bim block	ABCB1 inh	Bim-Bcl-B	Bcl-W Bim block	Bfl-1 Bim block
O=C(Nc1cccc(S(=O)(=O)Nc2ccc(Cl)cc2)c1)c1cc2c(s1)CCCC2	97	0	101	96	0	-3	-5	0.1	-6	-3	-8
CCOC(=O)C1=C(C)OC(N)=C(C#N)C1c1cc(C)sc1C (stereo unspecified)	102	-3	101	101	1	-4	1	0.3	-1	-3	0
Cc1ccccc1Nc1nc(N)nc(CSc2nnc3sc4ccccc4n23)n1	120	-1	112	118	25	1	6	-1.1	1	4	0
Cc1cccc(OCCOC(=O)Nc2ccccc2)c1	105	-2	105	100	3	0	0	0.4	-2	-1	-1
Cc1cccc(Nc2nc3c(S(=O)(=O)c4ccccc4)nnn3c3ccccc23)c1C	98	-5	100	101	-2	-9	0	-0.4	-8	-5	-1
CC1(C2CC2)NC(=O)NC1=O (stereo unspecified)	101	-4	102	100	-4	-11	-13	1.5	-9	-1	-21
Cc1c(C(=O)NCC2CCCO2)oc2ccc(S(=O)(=O)N3CCCC3)cc12 (stereo unspecified)	97	-3	97	100	9	-6	-9	0.6	-9	-2	-15
Cc1ccc(-c2nnc3ccc(SCC(=O)NCc4ccco4)nn23)cc1	101	0	101	99	4	0	-4	0.6	-7	2	-8
Cc1cc(C(=O)Nc2sc3c(c2C#N)CCC3)no1	99	-2	102	96	-1	0	-9	-0.3	-11	0	-5
CCOC12NC(=O)CC(=O)N1C(c1ccccc1)=CS2 (stereo unspecified)	104	-3	105	100	9	-3	-10	-0.2	-3	0	-5
CC(C)NC(=O)/C(=C\c1cccc([N+](=O)[O-])c1)NC(=O)c1ccccc1	100	-1	99	100	3	4	-9	0.8	-5	1	-15
CC1(C)C(=O)Nc2ccccc2N1C(=O)CSc1ncccn1	97	-2	101	101	2	-1	-4	-0.1	-4	0	-3
Cc1ccc2nc(Nc3nc(CSc4nc5ccccc5s4)cc(=O)[nH]3)nc(C)c2c1	93	-3	96	90	26	-7	-5	4.2	-9	-6	-5
CCn1cc(/C=C/C(=O)Nc2c(C)nn(Cc3ccccc3)c2C)cn1	102	1	104	102	6	-2	0	0.6	1	-1	0
CCn1c(COc2cccc(C)c2)nnc1SCC(=O)Nc1cccc(C(=O)OC)c1	104	5	101	100	6	3	4	0.9	5	3	0
Cc1ccc2[nH]c(=O)c(CN(Cc3cccs3)C(=S)NCC3CCCO3)cc2c1 (stereo unspecified)	104	-1	103	103	18	-7	-12	1.6	-12	-3	-9
O=C(NC(Cc1ccccc1)C(=O)O)/C(=C\c1ccc(F)cc1)NC(=O)c1ccccc1 (stereo unspecified)	104	-1	107	100	3	3	-12	0.8	-5	0	-13
CCOC(=O)c1c(C)[nH]c(C2=NNC(=Nc3ccc(OCC)cc3)SC2)c1C	102	-7	101	105	-4	-10	0	-0.3	-9	-4	0
C=CCn1c(SCC(=O)c2c(C)[nH]c3ccccc23)nnc1-c1ccncc1	102	12	102	u	17	2	0	0.6	-4	-1	-3
C=CCSc1nc(C)c(CC(=O)OCCCC)c(=O)[nH]1	99	-4	100	102	17	-9	-11	1.6	-8	-1	-17

Record cards, as listed above. Screens in order: RGS4-Gao reg | Bim-Mcl-1 | RGS8-Gao reg | RGS7-Gao reg | ABCG2 block | Bim-Bcl-XL | Bcl-2 Bim block | ABCB1 inh | Bim-Bcl-B | Bcl-W Bim block | Bfl-1 Bim block
CC1(C)C(=O)Nc2ccccc2N1C(=O)CSc1ncccn1 is listed as 97 | -2 | 101 | 101 | 2 | -1 | -4 | -0.1 | -4 | 0 | -3
CCn1cc(/C=C/C(=O)Nc2c(C)nn(Cc3ccccc3)c2C)cn1 is listed as 102 | 1 | 104 | 102 | 6 | -2 | 0 | 0.6 | 1 | -1 | 0

Additional records:
SMILES	RGS4-Gao reg	Bim-Mcl-1	RGS8-Gao reg	RGS7-Gao reg	ABCG2 block	Bim-Bcl-XL	Bcl-2 Bim block	ABCB1 inh	Bim-Bcl-B	Bcl-W Bim block	Bfl-1 Bim block
Cc1[nH]c2ccccc2c1SCC(=O)N1CCN(c2ccccc2)CC1	106	0	105	105	-4	-2	-6	-2.3	-6	0	-11
Cc1ccc(NC(=O)CC2NCCNC2=O)cc1 (stereo unspecified)	101	-1	101	98	4	-2	0	0.4	0	-3	-1
CC(C)(C)NC(=O)C(c1ccco1)N(C(=O)c1csnn1)c1ccccc1 (stereo unspecified)	89	1	96	105	0	-3	-4	0.2	-3	2	-6
COc1ccc(/C=C2/S/C(=N/N=C3\CC4CCC3(C)C4(C)C)NC2=O)cc1 (stereo unspecified)	103	-1	103	104	4	-2	0	1.2	1	-1	0
COc1ccccc1NC(=O)CSc1nnc(-c2ccccn2)n1Cc1ccco1	90	0	95	90	5	-11	-6	1.1	-4	0	-11
COC(=O)c1nn(-c2ccc(OC)cc2)c(=O)cc1O	99	0	103	101	1	-1	-3	0.4	-4	-1	-5
CCOC(=O)C1CCCN(C(=O)c2cc(-c3ccc(C)cc3)nc3ccccc23)C1 (stereo unspecified)	96	-2	96	u	9	-2	-6	5.2	-6	-1	-6
O=C(CCN1C(=O)c2ccccc2C1=O)Nc1cc(F)ccc1F	101	-3	101	105	7	-7	-11	0.5	-9	0	-13
S=C(NCCc1ccccc1)N1CCN(Cc2ccc(Cl)c(Cl)c2)CC1	107	-10	122	107	28	-6	-2	0.1	-4	-2	-2
Cc1nn(-c2ccc(Cl)cc2Cl)c(=O)c2ccccc12	104	-4	102	110	2	-5	-3	0.5	-9	-5	-1
CCC(C(=O)N1CCN(C(=O)c2ccco2)CC1)c1ccccc1 (stereo unspecified)	102	0	104	102	1	-2	-1	0.2	-1	0	-1
CCCCCCCCCc1nc(N)n[nH]1	95	-4	99	96	2	-12	-6	0.8	-4	1	-10
